Screening results deposited in PubChem by National Center for Advancing Translational Sciences (NCATS).
Akt phos inh – blocks phosphorylation of Akt. activity change, % for hits at 50 µM. AID 651550. Neuro2A IGF-stimulated pAkt S473 HTRF, 20 min; hits give low values. actives 0.32% (n = 360,000); in the data active means activity change below about -80%; inconclusive means mostly about -51% to -80%; further: on the % scale 0 is the no-effect control and ±100 the full control effect
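Neuro2A cells (4,500/well, DMEM with 0.5% FBS) were treated with compound at a single 50 µM final concentration, stimulated with 6 nM IGF for 20 min at 37 °C, and lysed. Phospho-Akt Ser473 was read by HTRF as 665/615 ratio ×10^4.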
Mm-Cpn inhibitor – blocks the Methanococcus maripaludis chaperonin Mm-Cpn; purified Mm-Cpn ATPase, ADP Transcreener TR-FRET; Potency, µM (highest dose often 76.9 µM), without a hit: at the top dose activity, negative = inhibition, most hits filed as inhibitors; actives 0.031% (n = 330,000); further: potency means the concentration at half of the fitted maximal effect; on the % scale 0 is the no-effect control and ±100 the full control effect; nearly all actives have a fitted effect of over 80% in size
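Purified archaeal chaperonin (25 nM final) was preincubated with compound for 10 min at 37°C, then ATP (10 uM final) was added for 30 min at 37°C in Tris pH 7.4/KCl/MgCl2/DTT buffer. ADP was quantified by HTRF Transcreener TR-FRET.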
PTHR1 agonist – PTHR1 (human) receptor agonism | Potency, µM (series often up to 115 µM), for inactives: top-dose activation, usual class: activators | actives 0.075% (n = 410,000) | HEK293 GP2 PTHR1 cells, GloSensor cAMP luminescence, 1 h | AID 743266; further: potency means the concentration at half of the fitted maximal effect; nearly all actives have a fitted effect of over 55% in size; some results filed as inactive show a strong effect at the top dose; inactives centre near -15; many of its hits are not listed in these tables
Target sequence (Q03431 whole entry, looked up): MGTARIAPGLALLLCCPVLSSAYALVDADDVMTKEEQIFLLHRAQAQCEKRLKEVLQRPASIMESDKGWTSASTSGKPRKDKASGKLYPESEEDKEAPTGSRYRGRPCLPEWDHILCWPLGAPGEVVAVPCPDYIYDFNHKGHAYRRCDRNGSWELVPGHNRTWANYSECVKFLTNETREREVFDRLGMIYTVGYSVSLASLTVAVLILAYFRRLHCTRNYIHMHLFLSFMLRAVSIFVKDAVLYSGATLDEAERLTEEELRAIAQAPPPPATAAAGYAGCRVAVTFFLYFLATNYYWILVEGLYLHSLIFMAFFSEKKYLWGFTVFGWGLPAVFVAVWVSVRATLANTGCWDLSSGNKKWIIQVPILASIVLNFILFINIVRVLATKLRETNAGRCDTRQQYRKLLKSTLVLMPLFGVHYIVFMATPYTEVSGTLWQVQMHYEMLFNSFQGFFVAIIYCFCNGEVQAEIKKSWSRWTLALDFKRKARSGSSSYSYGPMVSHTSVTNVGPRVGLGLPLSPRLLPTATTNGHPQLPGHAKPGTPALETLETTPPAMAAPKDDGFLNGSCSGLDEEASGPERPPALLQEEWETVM
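HEK-293-derived GP2 cells expressing PTHR1 and a GloSensor cAMP reporter, 3,000/well, plated overnight, given luciferin plus IBMX (each 0.5 mM as added) for 1 h at 37 °C, then compound for 1 h at 37 °C. Luminescence was read after 15 min at room temperature.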
CCT chaperon mod – changes cytosolic chaperonin activity; purified chaperonin ATPase assay, HTRF ADP detection, 30 min; activity change, % (test concentration not listed), hits read low; actives 0.3% (n = 360,000); in the data active means activity change below about -30%; further: on the % scale 0 is the no-effect control and ±100 the full control effect
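TRiC (40 or 20 nM final, by batch activity) in 30 mM Tris pH 7.4, 100 mM KCl, 5 mM MgCl2, 1 mM DTT was treated with compound at 76 uM single dose, then 10 uM ATP, 30 min at 37 °C. ADP was read by HTRF Transcreener.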
EPAC2 antagonist – antagonists of human EPAC2 | Q8WZA2 | EPAC2 GEF exchange of Rap1B-BODIPY-GDP, fluorescence | Potency, µM (series often up to 114 µM), for the others: top-dose activity, negative = inhibition, most hits filed as inhibitors | actives 0.18% (n = 360,000) | AID 720708; further: potency means the concentration at half of the fitted maximal effect; on the % scale 0 is the no-effect control and ±100 the full control effect; nearly all actives have a fitted effect of over 45% in size; many of its hits are not listed in these tables
EPAC2 agonist – agonists of human EPAC2 (RAPGEF4); EPAC2 activation, biochemical qHTS; response scale: 100% = 6.5 mM cAMP response; Q8WZA2; actives 0.079% (n = 360,000); Potency, µM (top dose mostly 154 µM), for inactives: at the highest dose activation, hits mostly activators; further: potency means the concentration at half of the fitted maximal effect; nearly all actives have a fitted effect of over 50% in size
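Setup: EPAC2 100 nM, labeled Rap1B complex 250 nM, free GDP 50 uM. Compound titrations pinned in, brief spin, 5 min room temperature incubation. Kinetic fluorescence read over 30 min, normalized to 6.5 mM cAMP.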
DRD3 agonist – agonists of human D3 dopamine receptor; P35462; D3R DiscoveRx beta-arrestin cells, luminescence, 90 min; max activation, %; actives 0.58% (n = 410,000); in the data active means max activation above about 30%; further: 0% is about no effect; mostly tested at two doses, the higher about 12 µM
Target sequence (P35462 whole entry, looked up): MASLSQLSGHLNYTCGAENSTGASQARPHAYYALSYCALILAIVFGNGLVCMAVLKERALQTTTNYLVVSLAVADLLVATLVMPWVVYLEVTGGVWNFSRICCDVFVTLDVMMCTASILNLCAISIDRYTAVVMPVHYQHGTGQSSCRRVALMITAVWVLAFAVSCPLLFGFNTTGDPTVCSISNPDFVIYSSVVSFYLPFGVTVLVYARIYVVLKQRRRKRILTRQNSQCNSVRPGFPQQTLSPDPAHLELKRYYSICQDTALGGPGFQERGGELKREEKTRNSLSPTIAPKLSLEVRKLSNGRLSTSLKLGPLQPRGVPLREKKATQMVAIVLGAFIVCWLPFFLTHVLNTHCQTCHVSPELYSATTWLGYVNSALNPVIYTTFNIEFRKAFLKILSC
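Cells at 1500/well, incubated overnight, then treated with pinned compounds (dopamine as control) for 90 min at 37 degrees C. DiscoveRx reagent added for 30 - 60 minutes at room temperature; luminescence read.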
DRD3 antagonist – antagonists of human D3 dopamine receptor; D3R cells, DiscoveRx beta-arrestin luminescence, antagonist mode; hits give low values; actives 2.5% (n = 360,000); P35462; max response, negative = inhibition, %; in the data active means max response below about -50%; inconclusive means no clear call, values can overlap the other calls; further: on the % scale 0 is the no-effect control and ±100 the full control effect; mostly tested at two doses, the higher about 12 µM
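Cells expressing the human receptor were seeded at 1500 cells/well, incubated overnight at 37 degrees C in 5% CO2, then exposed to library compounds with dopamine controls for 90 minutes at 37 degrees C before luminescent detection.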
The depositor's hits bear a star; i = inactive; ? = inconclusive; . = no result given; [ ] = dose if it differs, or a comment. Unless noted, the call rests on the fitted dose curve; in most records, active means well fitted curve in the direction sought with a large enough effect; inconclusive means small, poorly fitted or top-dose-only effect, or another doubt; inactive means no such curve, though single readings can be large; an effect the other way counts as inactive or inconclusive.

structure,Akt phos inh,Mm-Cpn inhibitor,PTHR1 agonist,CCT chaperon mod,EPAC2 antagonist,EPAC2 agonist,DRD3 agonist,DRD3 antagonist
C[C@H]1[C@H](c2ccccc2)C[C@@H](C(=O)O)C1(C)C,i,2%,-14%,0.9,8%,-9%,32*,-17
CN(C)c1cccc(C(=O)OCC(=O)NCc2ccco2)c1,i,-2%,-3%[57.5 µM],0.0,15%,6%,-3,-24
O=C(CCCN1C(=O)c2ccccc2C1=O)NCCC1=CCCCC1,i,-4%,i,-2.5,-1%,11%,-23,-27
CC(C)c1ccc(C(=O)NCCCN2CCOCC2)cc1,i,1%,i,1.0,-1%,8%,2,8
COc1ccc(C(=O)N[C@H](C(=O)Nc2nc3ccccc3[nH]2)C(C)C)cc1,i,0%,-17%,-9.6,-1%,12%,-6,?
CC(=O)c1cc(F)c(N2CCOCC2)cc1C,i,1%,i,-1.8,3%,8%,-6,-1
CCC(C)CNC(=O)c1[nH]c(C(F)(F)F)nc1-c1ccccc1 (stereo not drawn),i,.,-11%,-0.2,1%,12%,-8,-21
Cc1ccc2c(c1)nnn2C1CCN(S(=O)(=O)c2ccc3ccccc3c2)CC1,i,-3%,i,-1.2,0%,-2%,-6,-13
O=C(Nc1ccc(N2CCN(C(=O)c3ccco3)CC2)cc1)c1ccc(F)cc1,i,-4%,-6%[57.5 µM],-0.1,0%,4%,0,6
Cc1cccc(NC(=O)c2cccc(S(=O)(=O)N3CCCCC3)c2)c1,i,-1%,-26%,-3.2,-4%,13%,-4,-7
CC(=O)NC1C(Oc2ccc(C)cc2)OC2COC(c3ccco3)OC2C1O (stereo not drawn),i,0%,i,-2.3,-1%,5%,2,6
CC(Nc1cccc(F)c1)C(=O)Nc1ccc(S(N)(=O)=O)cc1 (stereo not drawn),i,-3%,i,-3.4,-4%,8%,5,0
CC(C)C1Oc2ccccc2N(CC(=O)N(Cc2ccncc2)Cc2ccco2)C1=O (stereo not drawn),i,0%,-5%[57.5 µM],-1.5,-5%,7%,-9,6
Cc1ccccc1OC1(C)CCN(Cc2ccc3ccccc3c2)C1 (stereo not drawn),i,.,1%,-0.8,-11%,15%,-9,-11
O=C(CCN=C1NS(=O)(=O)c2ccccc21)OCC(=O)c1ccccc1Cl,i,3%,-1%,-2.3,-3%,2%,1,4
CCC1=C(OC(=O)N(CC)CC)N2C(=O)OC(=NCCc3c[nH]c4ccccc34)[C@]2(C)[C@H]2C1=CC[C@H]1C(=O)N(C)C(=O)[C@H]12,i,1%,-18%,-1.0,4%,-1%,8,-5
Cc1nc(Nc2ccccc2)sc1C(=O)Nc1ccccc1,i,-7%,-23%,-5.4,-6%,8%,2,-2
O=C(c1ccc(Cl)s1)N1CCN(c2nc3ccccc3s2)CC1,i,0%,?,1.3,9%,-1%,0,2
C=CCSc1nnc(NC(=O)CCNC(=O)c2ccccc2Cl)s1,i,.,-23%,-2.3,3%,5%,-6,-22
CC1CN(C2CCCCC2)c2nc3c(c(=O)[nH]c(=O)n3C)n2C1 (stereo not drawn),i,-8%,i,-2.7,2%,6%,0,4
COc1ccc2c(c1C)CCC(C)(C#N)C2=O (stereo not drawn),i,.,-4%,-1.3,-26%,11%,6,-15
COc1cc2c(cc1OC)CN(C(=O)/C=C/c1ccccc1[N+](=O)[O-])CC2,i,-1%,i,0.9,1%,7%,2,12
Cc1ccccc1C(=O)N1CCC2CC1c1cc(-c3ccc(F)cc3)ccc12 (stereo not drawn),i,.,i,-4.9,-21%,11%,6,7
Cc1ccc(S(=O)(=O)/C(C#N)=C/c2ccccc2OCc2ccccc2)cc1,i,-2%,-15%,-1.9,-1%,13%,-7,4
Cc1ccc(C)c(NC(=O)NCCN2CCCCC2)c1,i,1%,-5%,0.1,-1%,0%,-8,-5
COc1ccc(N(CC(=O)Nc2ccccc2Cl)S(=O)(=O)c2ccc(C)cc2)cc1OC,i,2%,?,1.7,?,9%,-8,-6
C=CCOc1ccc(/C=C2/C(=O)ON=C2C)cc1OC,i,0%,-17%,-1.5,2%,4%,-5,6
CCOC(=O)c1ccc(NC(=O)c2cnccn2)cc1,i,-1%,i,0.9,9%,0%,2,0
CSC[C@@H]1NC(=S)N(c2ccc(C)cc2)C1=O,i,-5%,-76%[inhibitor],1.4,9%,4%,2,14
COc1ccccc1N1C(=O)C2C(c3ccccc3F)NN(C(=O)c3ccc(C)cc3)C2C1=O (stereo not drawn),i,0%,-48%,0.6,-1%,4%,4,0
CCCN(CC(=O)Nc1ccccc1OC)C(=O)c1cc(-c2cccs2)nn1-c1ccccc1,i,-16%,-11%,-4.0,-2%,8%,-8,25
COc1ccccc1OCC(=O)Nc1ccc2c(c1)C(=O)N(CC1CCCO1)C2=O (stereo not drawn),i,1%,43%,-0.4,-6%,12%,-5,-14
C/C(=N\NC(=O)c1cc(-c2cccnc2)nc2ccccc12)c1ccccc1O,i,-1%,-22%,-0.6,-3%,7%,-12,-5
O=C(COC(=O)c1cc(-c2ccccc2)nc2ccccc12)NCC1CCCO1 (stereo not drawn),i,1%,-24%,-4.4,3%,8%,5,2
O=C(CN1C(=O)/C(=C/c2ccccc2)SC1=S)NC1C=CS(=O)(=O)C1 (stereo not drawn),i,-2%,-2%,-0.7,-12%,-2%,-5,-1
COc1ccc(N=C2C(=Nc3ccc(OC)cc3)N(c3ccc(OC)cc3)C(=S)N2C)cc1,i,1%,i,-2.1,-5%,13%,-28,-28
COc1ccc(NC(=S)N2CCC(NC(=O)C3CCCCC3)CC2)cc1,i,1%,0%,0.7,3%,-5%,-20,-20
COCCNC(=O)c1onc(CSc2ccccc2C)c1C(=O)O,i,-3%,18%,-2.9,16%,2%,-14,0
O=C(NCc1ccc2c(c1)OCO2)Nc1cccc2ccccc12,i,1%,-14%,-0.1,-2%,4%,-1,10
CCOc1ccc(N2C(=O)S/C(=C\c3ccc(O)c(OC)c3)C2=O)cc1,i,1%,i,-1.6,15%,9%,4,-17

Ordered by molecular weight (lowest first): some entries from above
structure,Akt phos inh,Mm-Cpn inhibitor,PTHR1 agonist,CCT chaperon mod,EPAC2 antagonist,EPAC2 agonist,DRD3 agonist,DRD3 antagonist
CN(C)c1cccc(C(=O)OCC(=O)NCc2ccco2)c1,i,-2%,-3%[57.5 µM],0.0,15%,6%,-3,-24
Cc1ccccc1OC1(C)CCN(Cc2ccc3ccccc3c2)C1 (stereo not drawn),i,.,1%,-0.8,-11%,15%,-9,-11
CC(C)C1Oc2ccccc2N(CC(=O)N(Cc2ccncc2)Cc2ccco2)C1=O (stereo not drawn),i,0%,-5%[57.5 µM],-1.5,-5%,7%,-9,6

Going on with the list:
structure,Akt phos inh,Mm-Cpn inhibitor,PTHR1 agonist,CCT chaperon mod,EPAC2 antagonist,EPAC2 agonist,DRD3 agonist,DRD3 antagonist
CC(=O)c1cn(CC(=O)Nc2ccc(C)cc2)c2ccccc12,?,1%,i,0.4,23%,12%,8,17
O=C(N/N=C/C=C/c1ccco1)c1cnccn1,i,-1%,i,0.9,-3%,4%,-4,-15
CSCCC(NC(=O)c1ccc(Cl)cc1Cl)C(=O)OC1CCCCC1=O (stereo not drawn),i,1%,i,1.7,9%,7%,-2,19
CCn1c(O)c(N=Nc2ccc3ccccc3n2)c2ccccc21,i,1%,i,0.6,0%,29%,10,25
COC(=O)Cc1ccc(NC(=S)N2CCCCC2C)cc1 (stereo not drawn),i,-1%,i,0.8,0%,-8%,-2,7
CN(C)CCCn1c2c(c(SCC(=O)Nc3ccc4c(c3)OCO4)nc1=O)CCC2,i,-2%,-3%,2.9,11%,-1%,-10,22
O=C(CN1C(=O)NC2(CCCCC2)C1=O)NCCc1ccc(Cl)cc1Cl,i,0%,-5%,-0.2,-4%,3%,-2,-4
CC1(C)CC2(CC(C)(C)NC(=O)N2)NC(=O)N1,i,1%,i,-1.9,1%,7%,-4,-12
NS(=O)(=O)c1ccc(NS(=O)(=O)c2ccc(NC(=O)c3ccc(-c4ccccc4)cc3)cc2)cc1,i,-6%,-85%[inhibitor],-4.6,-3%,8%,10,-1
Cn1c(=O)n(C)c2cc(NC(=O)c3ccccc3[N+](=O)[O-])c(Br)cc21,i,-2%,i,-1.3,1%,0%,10,0
O=C(O/N=C(\c1ccccc1)c1ccccn1)c1ccc(Cl)c(Cl)c1,i,1%,i,1.0,-2%,-3%,1,15
COc1ccccc1/C=C/C(=O)NCC(=O)N/N=C/c1ccc(C)o1,i,1%,3%,-3.7,3%,1%,1,-22
O=C(CNC(=O)c1ccc(Cl)cc1)c1ccccc1,i,.,-17%,-0.2,-2%,8%,3,-19
COc1ccc(N2CCN(C(=S)NCc3ccc(C)cc3)CC2)cc1,i,-3%,-21%,-0.5,2%,1%,0,1
CCOc1ccc(OCCOCCN2CCc3ccccc3C2)cc1,.,-1%,-17%,1.3,1%,5%,-6,-58*
CNNC(=S)NCCC1=CCCCC1,i,-3%,i,-0.4,-1%,0%,1,-11
Cc1ccc(S(=O)(=O)NC(=O)NCc2ccccn2)cc1,i,-2%,i,-2.8,-6%,8%,7,14
Cc1ccccc1N1C(=O)CC2(CCCC2)CC1=O,i,-2%,-4%,2.3,6%,0%,-5,5
CCOC(=O)N1CCC(NC(=O)C(NS(=O)(=O)c2cccc3nsnc23)c2ccccc2)CC1 (stereo not drawn),i,1%,i,-1.3,-3%,0%,3,0
CCN(CC)CC(=O)Nc1cc(N(C)C)nc2ccccc12,i,-2%,i,1.9,4%,2%,-10,2
Cc1ccc(-n2c(C)nnc2SCC(=O)NNC(=O)c2ccco2)cc1,i,-2%,i,2.2,7%,8%,-4,-11
Cc1onc(-c2ccccc2Cl)c1C(=O)N1CCCCC1C (stereo not drawn),i,2%,-16%,-0.3,4%,14%,-10,-6
Cc1ccc(NC(=S)/N=C(\N)Nc2nc(C)c3cc(C)c(C)cc3n2)cc1C,i,-1%,i,1.1,-4%,1%,-13,-19
CCN(CC)CCCNC(=O)c1nn2c(C(F)(F)F)cc(-c3ccccc3)nc2c1Cl,i,0%,-9%,1.9,17%,14%,-15,-13

These rows are one share of the data, so the mix of outcomes need not match the whole.
